# mHTT CaM bind: mHTT-calmodulin interaction abrogation | P42858 | AlphaScreen His-mHTT/GST-CaM binding, luminescence | inhibition, % at 15 µM | actives 3.6% (n = 190,000);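 also: 0% = both proteins with DMSO and 100% = one protein alone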
# Pf apPOL inh: Pf-apPOL DNA polymerase inhibition. Recombinant Pf-apPOL, molecular beacon fluorescence, 1.5 h. inhibition, % at 10 µM. actives 0.25% (n = 210,000)
# * marks the source's active call; other numbers are inactive results; . = no result given; & = joins results of further samples. Rule as the data show it: active = inhibition above about 50%; inactive = the rest.
SMILES | Pf apPOL inh | mHTT CaM bind
O=C(Nc1ccccc1C(=O)O)c1cccc(S(=O)(=O)Nc2cccc([N+](=O)[O-])c2)c1 | 2 | 0
CCCSc1nnc2c(n1)OC(c1ccc3c(c1)OCO3)N(C(C)=O)c1ccccc1-2 (stereo not drawn) | -2 | 33
CCC(=O)N1CCc2cc(Br)cc(S(=O)(=O)Nc3ccc(C)c(F)c3)c21 | -3 | 13
COc1ccc(S(=O)(=O)N(CC(C)C)CC(C)C)cc1 | -1 | -18
Cc1cc(C=C2C(=O)CC(C)(C)CC2=O)oc1C | -6 | .
CN1C(=O)S/C(=C\c2cc(Cl)c(OCC(=O)O)c(Cl)c2)C1=O | -2 | 0
COc1ccccc1CNC(=O)c1cn(-c2cc(N3CCOCC3)ncn2)cn1 | -4 | -10
Cc1sc2ncnc(SCC(=O)O)c2c1C | -9 | -6&-7
O=C(NCc1n[nH]c(=O)c2ccccc12)c1ccc2nc[nH]c2c1 | 4 | -4
CCc1nc(-c2cccnc2N2CCCC(C(=O)N(C)Cc3ccco3)C2)no1 (stereo not drawn) | -4 | 11
CC(C)C[C@@H](CO)N1CCN(Cc2ccccc2)CCC1=O | 0&-6 | 6&9
Clc1ccc(Nc2nc(NCCCn3ccnc3)nc3nc[nH]c23)cc1 | -10 | 99*
CC(=O)c1cccc(S(=O)(=O)NCCc2ccsc2)c1 | -3 | -3
Cc1ccc(CON=c2c(C)nc3ccccc3nc2C)cc1 | . | -32
Cc1cc(C)c(C)c(OCC(=O)Nc2ncn[nH]2)c1 | 2 | 1
COc1cc2nc(N(C)CCCNC(=O)C3CCCO3)nc(N)c2cc1OC (stereo not drawn) | -6 | .
Nc1ncnc(SC2=NCCS2)c1[N+](=O)[O-] | 0 | 59*
CC(=O)Nc1ccc(C2C(C#N)=C(N)Oc3cc(N(C)C)ccc32)cc1 (stereo not drawn) | -3 | 15
COc1ccc(-c2cc(C(F)(F)F)n3ncc(C(=O)Nc4ccccn4)c3n2)cc1OC | -8 | -2
COC(=O)c1ccc(N2CCN(C(C)C)CC2)c(NC(=O)c2c(F)cccc2F)c1 | 0 | 4
O=C1C=C(Nc2ccc(Cl)cc2)C(=O)N1c1ccccc1 | 10 | 8
Cc1nc(-c2ccccc2)sc1C(=O)N1CCC(CC(=O)NCC2CCCO2)CC1 (stereo not drawn) | -5 | 6
Cc1ccc(NC(=O)Cc2cccc3ccccc23)cc1N1CCCC1=O | -4 | 11
CC(C)(C)SCCNC(=O)c1ccc(F)cc1 | -4 | -7
O=C(c1ccc(OCC2CCCN(C(=O)c3ccccn3)C2)cc1)N1CCCC1 (stereo not drawn) | 3 | 10
COc1ccc(C2=CC(c3ccccc3)n3ncnc3N2)cc1 (stereo not drawn) | 1 | 3
CCCN1CCN(C2CCN(C(=O)c3ccc(F)cc3)CC2)C1=O | -5 | -8
Nc1ncnc(Nc2ccc(OC(F)(F)F)cc2)c1[N+](=O)[O-] | 0 | -4
O=C(Nc1cc([N+](=O)[O-])ccc1O)c1csc2c1CCCC2 | -6 | 6
O=c1[nH][nH]c(=O)c2cc(N3CCCC3)ccc12 | -1 | 1
O=C(Nc1cccc(C(F)(F)F)c1)N1CCc2nc[nH]c2C1 | -2 | -1
CC(C)(C)c1ccc(OCC(O)Cn2cnc3ccccc32)cc1 (stereo not drawn) | -7 | 23
CCOc1ccc(N2CC(c3nnc(NC(=O)c4ccc(Cl)cc4)o3)CC2=O)cc1 (stereo not drawn) | -2 | 9
COc1cc(/C=C2\SC(=Nc3ccccc3)NC2=O)cc(I)c1O | 3 | 68*
COc1ccccc1Oc1c(F)c(F)nc(N2CCOCC2)c1F | -9 | -9
Cc1ccc2nc(SCC(=O)NCCOC34CC5CC(CC(C5)C3)C4)[nH]c2c1 | -3 | 19
CN(C)c1ccc(C2C(=C(O)c3ccccc3)C(=O)C(=O)N2CCCC(=O)O)cc1 (stereo not drawn) | -11 | -2
CC(=O)C1=C(C)NC(SCC(=O)c2cccc([N+](=O)[O-])c2)=C(C#N)C1c1ccccc1Cl (stereo not drawn) | -15 | 35
CC(=O)c1ccc(OS(=O)(=O)CS(=O)(=O)Oc2ccc(C(C)=O)cc2)cc1 | -21 | .
COc1cccc(C(=O)N2CC3CC(NC(=O)c4cccnc4)C2C3)c1OC (stereo not drawn) | 0 | -1
O=C(CN1CCOCC1)N1CCCc2c1c(=O)oc1ccc(O)cc21 | 16 | -8
Cc1[nH]nc2c1C(c1ccc(Br)cc1)C1=C(CC(C)(C)CC1=O)N2 (stereo not drawn) | 9 | 7
O=C(COc1ccccc1)N1CCCCC1 | -4 | -6
CCN(CC)C(=O)c1sc2ccccc2c1Cl | -1 | -11
CC(C)c1ccc(NC(=O)c2cc3c(s2)CN(C2CC2)C3)cc1 | -6 | 5
CN(C)Cc1nnnn1-c1cccc(-n2nnnc2CN(C)C)c1 | -11 | 1
O=C(Nc1ccc(Cl)cc1)O[C@H]1CCC12CCCCC2 | -5 | -78
Cc1cccc(NC(=O)CN2CCC3(CC2)N=C(c2ccccc2)C(=O)N3)c1 | -3 | 49
CCN1CCCCCC1CO (stereo not drawn) | -17 | -4
CNC(=O)c1c(C)nn(-c2ccccc2)c1-n1cccc1 | -4 | -1
COc1ccc(-c2ccc(N3CCCC(C(=O)NCCCn4ncccc4=O)C3)nn2)cc1 (stereo not drawn) | -27 | 1
C=CCOc1ccc(/C=c2\sc3nc(-c4ccc(OC)cc4)nn3c2=O)cc1OC | -8 | -3
CC1Cc2nc(SCC(=O)NCCc3ccccc3)n(Cc3ccccc3)c(=O)c2S1 (stereo not drawn) | 1 | 12
O=C(CC(NCc1cccnc1)C(=O)O)Nc1ccccc1 (stereo not drawn) | -4 | -7
CC(C)NC(=O)c1ccc2c(c1)N(C(=O)c1ccc(F)cc1)CC2 | -4 | -2
O=C(C1=CN(c2ccc(Cl)cc2)c2ccccc2S1(=O)=O)N1CCCC1 | -3 | 3
N#CCc1cc(-c2ccccc2F)on1 | -5 | -23
Cc1ccc(-n2c(=O)c3sccc3n(Cc3cccc([N+](=O)[O-])c3)c2=O)cc1 | -4 | 1
COc1cc(C2c3sc(=O)[nH]c3SC3C4CCC(C4)C23)ccc1O (stereo not drawn) | 2 | 57*
COc1cccc(-c2cn3c(n2)N(C(=O)c2ccco2)CCC3)c1 | -2 | 30

# Overlap with the part before: two compounds, then new ones.
SMILES | Pf apPOL inh | mHTT CaM bind
COc1cc(C2c3sc(=O)[nH]c3SC3C4CCC(C4)C23)ccc1O (stereo not drawn) | 2 | 57*
COc1cccc(-c2cn3c(n2)N(C(=O)c2ccco2)CCC3)c1 | -2 | 30
Cc1nc2c(c(N(C)CC(=O)N3CCCCCC3)n1)CCC2 | 1 | -2
CCc1ccccc1NC(=O)c1cc2c(CO)cnc(C)c2oc1=Nc1cc(C)cc(C)c1 | 1 | 5
CCc1ccc(OCC(=O)Nc2c(C)ccc3nsnc23)cc1 | -8 | -2
COc1ccccc1-c1onc(C)c1C(=O)NCc1cccc2ccccc12 | -5 | 1
N#CCCN(CCc1ccccc1)S(=O)(=O)c1ccc(-c2ccc([N+](=O)[O-])cc2)cc1 | 7 | 2
Fc1ccc(-c2csc(-c3c(Cl)cc(C(F)(F)F)cc3Cl)n2)cc1F | -5 | .
O=C(NCCN1CCCC1)C1CN(C(=O)c2ccncc2)CC12CCCCC2 (stereo not drawn) | -7 | -3
Cc1cccc(NC(=O)C(=O)NC(C)c2ccccc2)c1 (stereo not drawn) | -7 | -6
O=C(O)CC(C(=O)O)c1ccco1 (stereo not drawn) | . | -3
Nc1cc(C2CCN(C(=O)c3ccc(Cl)s3)CC2)no1 | -3 | 8
CCOC(=O)Cn1c(-c2nnc(C)o2)cc2ccccc21 | -7 | -4
CCOC(=O)CC(=O)Nc1nc(C23CC4CC(CC(C4)C2)C3)cs1 | -6 | 9
COc1ccc(S(=O)(=O)NCc2ccc(CNS(=O)(=O)c3ccc(OC)cc3)cc2)cc1 | -2 | 59*
CC(Nc1ncnc(N)c1[N+](=O)[O-])c1ccccc1 (stereo not drawn) | -1 | 2
COc1ccccc1C(=O)N1CCN(C(c2ccccc2)c2ccccc2)CC1 | -3 | -1
O=C(c1cccc([N+](=O)[O-])c1)n1cnc2ccccc21 | -7 | -6
CC1(C)CC(=O)C2=C(C1)OC(c1ccc([N+](=O)[O-])cc1)C(C#N)=C2N (stereo not drawn) | -1 | 27
CCOc1ccc(N2C(=O)c3ccccc3NC2c2ccc(N(C)C)cc2)cc1 (stereo not drawn) | -6 | -4
Cc1ccccc1-n1c2nc(=O)n(C)c(=O)c-2cc2ccccc21 | -3 | -11
COc1cccc(-c2noc(Cn3cc(-c4nc(C)no4)ccc3=O)n2)c1OC | -4 | -2
CC(C)(C)c1cc(-c2ccc(F)cc2)c(C#N)c(N)n1 | 0 | 7
CC(=O)Nc1cccc(N=Cc2cc(Br)cc(C)c2O)c1 | -2 | 3
COc1ccc2oc3ccc(OC)cc3c(=O)c2c1 | -8 | -9
Cc1[nH]nc(SCC(=O)N2C(C)CCCC2C)c1[N+](=O)[O-] (stereo not drawn) | 0 | 15
O=C(COc1ccc(Br)cc1)Nc1cccc(-c2cc3ccccc3oc2=O)c1 | -461 | 18
c1csc(-c2noc(-c3ccno3)n2)c1 | 21 | .
O=C(CN1C(=O)CC(c2ccccc2)Sc2ccccc21)Nc1ccc(F)cc1F (stereo not drawn) | -6 | 2
CCn1ccc2sc(C)c(C(=O)NC(C)c3ccc(F)cc3)c2c1=O (stereo not drawn) | -3 | 17
Cc1ccc(-n2nc(C)c3sc(N4CCCC(C(=O)NCc5cn[nH]c5C)C4)nc32)cc1 (stereo not drawn) | -2 | 17
Nc1ccc(C2OCOCC2O)cc1 (stereo not drawn) | . | -5

# Part of the list above in order of heavy-atom count, low to high:
SMILES | Pf apPOL inh | mHTT CaM bind
COc1ccc(S(=O)(=O)N(CC(C)C)CC(C)C)cc1 | -1 | -18
CC(=O)Nc1cccc(N=Cc2cc(Br)cc(C)c2O)c1 | -2 | 3
COc1cc(C2c3sc(=O)[nH]c3SC3C4CCC(C4)C23)ccc1O (stereo not drawn) | 2 | 57*
Cc1ccc(NC(=O)Cc2cccc3ccccc23)cc1N1CCCC1=O | -4 | 11
CCOc1ccc(N2CC(c3nnc(NC(=O)c4ccc(Cl)cc4)o3)CC2=O)cc1 (stereo not drawn) | -2 | 9

# Following part.
SMILES | Pf apPOL inh | mHTT CaM bind
CCn1c(N)c(C(N)=O)[nH]c1=S | . | 6
Nc1cc2cc([N+](=O)[O-])ccc2oc1=O | 10&13 | .
COc1ccc(-c2nc(CN3CCN(c4ccccc4F)CC3)no2)cc1 | -3 | -6
COc1ccc(OC)c(NC(=O)c2ccc(I)cc2)c1 | 11 | -16
COc1ccc(OC)c(CNC(=O)C2CN(C(=O)c3ccncc3)CC23CCCCC3)c1 (stereo not drawn) | -1 | 12
Cc1ccc(NC(=O)C(=O)NCC2CCN(S(=O)(=O)C3CC3)CC2)cc1F | -2 | -10
Cc1cc2n(n1)CCCN2C(=O)CCC(=O)NCc1ccc(N(C)C)cc1 | 2 | 0
CCOC(NC(C)=O)C(NC(C)=O)OCC (stereo not drawn) | . | -8
COc1ccc(Cn2c(SCC#N)nc3c(sc4ccccc43)c2=O)cc1 | -5 | -2
O=C(Nc1ccccc1C(F)(F)F)c1ccc(-c2cccc([N+](=O)[O-])c2)o1 | -8 | 1
CCOc1ccc(C(=O)N2CCN=C2N2CCC(C)CC2)cc1 | -6 | 4
O=C(Nc1ccccc1F)C1CC2CCC1C2 (stereo not drawn) | 2 | -10
CCCc1nc2cccnc2n1C1CCN(C(=O)Cc2cccs2)C1 (stereo not drawn) | 2 | 8
COc1ccccc1C1=NN(C(=O)CN2CCOCC2)C(c2ccccc2Cl)C1 (stereo not drawn) | -4 | 38
COc1ccc(C(=O)Nc2ccc(Oc3ccc(Cl)cc3)cc2)cc1Br | -6 | -8
COc1ccc(C(C)=O)cc1CSc1nnc(C)s1 | 0 | -5
CC(O)CNc1nc2c(c(=O)n(Cc3ccc(Cl)cc3)c(=O)n2C)n1C (stereo not drawn) | 6 | 8
COc1ccc(N2C(=O)/C(=C/c3ccccc3OC)N=C2c2cccc(OC)c2)cc1 | 1 | -40
O=C(Nc1cccc(N=Cc2cc(Cl)cc([N+](=O)[O-])c2O)c1)c1ccccc1 | -2 | 33
O=C(NCc1ccco1)c1ccc(Cl)cc1[N+](=O)[O-] | -1 | 4
COc1ccc(-n2c(-c3cccc([N+](=O)[O-])c3)cn3c4c(=O)n(C)c(=O)n(C)c4nc23)cc1 | -3 | 4
Cc1cc(C(=O)Nc2nc(-c3cccs3)cs2)on1 | -3 | -1
Cc1noc(-c2nn(C)c3c2CN(C(=O)CCc2ccccc2)CC3)n1 | -3 | 1
Nc1nc(Oc2ccccc2)c(I)c(=O)[nH]1 | 0 | -7
Cc1ccccc1Nc1ncnc2c1nc1n2CCCC1 | -3 | -3
CC1CN2C=NC(N3CCN(C(=O)Nc4ccc5c(c4)CCC5)CC3)=CC2=N1 (stereo not drawn) | -4 | 8
Cn1cc(Cl)c(C2NN=C(SCC(=O)Nc3ccc(C(C)(C)C)cc3)S2)n1 (stereo not drawn) | -86 | .
CC(C)(C)CC(C)(C)c1ccc(OCC(=O)Nc2ncn[nH]2)cc1 | -1 | 5
CC(=O)c1cccc(NC(=O)CC2CS(=O)(=O)CC2CC(=O)Nc2cccc(C(C)=O)c2)c1 (stereo not drawn) | -7 | 3
Cc1ccc(NC(=O)c2cc3cc(Br)cc(Br)c3oc2=N)cc1 | 4 | -6
Cc1cc(C)c(S(=O)(=O)N(C)c2ccccc2)c(C)c1 | -2 | -58
Cc1ccc(N2CC(C(=O)Nc3ccccc3F)CC2=O)cc1C (stereo not drawn) | -9 | 1
COc1ccc(Br)c(C(=O)N2CCC(c3nnc(-c4ccco4)s3)CC2)c1 | 1 | -9

# Retrieved by compound from the entries so far:
SMILES | Pf apPOL inh | mHTT CaM bind
Cn1cc(Cl)c(C2NN=C(SCC(=O)Nc3ccc(C(C)(C)C)cc3)S2)n1 (stereo not drawn) | -86 | .
Cc1noc(-c2nn(C)c3c2CN(C(=O)CCc2ccccc2)CC3)n1 | -3 | 1
O=C(Nc1cccc(N=Cc2cc(Cl)cc([N+](=O)[O-])c2O)c1)c1ccccc1 | -2 | 33

# Bioassay records from PubChem.

# Rows were taken by chance; about 3.6% have a hit in one of these screens.
